FUS suppressor: qHTS for Suppressors of FUS Proteinopathy: Primary screen using FUS-linked yeast assay | Potency, µM (titrated, usually from 76.6 µM), for the others: at the top dose growth rescue (activation), usual class: activators | 390,000 compounds, 0.24% hits | AID 1347120, 2019 | S. cerevisiae FUS-expressing, growth rescue, OD600, 24 h;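 note: potency is the fitted concentration of half-maximal effect; plate controls were DMSO vehicle for no effect and reference control for full effect; nearly all actives have a fitted effect of over 55% in size; some results filed as inactive show a strong effect at the top dose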
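Read-out: OD at 600 nm after 24hr at 30C, reporting rescue of FUS-induced yeast toxicity. Cells at OD 0.005 in galactose (2%) minimal medium; compounds tested in a dilution series; CP55940 titration from 92uM final as control.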
WRN helicase inh: qHTS for Inhibitors of WRN Helicase | Potency, µM (highest dose often 114 µM), without a hit: top-dose activity change, negative = inhibition, usual class: inhibitors | WRN helicase unwinding, fluorescent forked duplex, kinetic | Bifunctional 3'-5' exonuclease/ATP-dependent helicase WRN (Homo sapiens), Q14191 | 360,000 compounds, 0.46% hits | AID 651768, 2012; note: potency is the fitted concentration of half-maximal effect; % is set by controls: 0 for no effect and ±100 for the full control effect; nearly all actives have a fitted effect of over 55% in size
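Screening of the MLSMR collection measured strand separation of a quenched forked DNA duplex (100 nM) by 20 nM WRN with 2 mM ATP, all final. Compounds were preincubated with enzyme 15 min at room temperature.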
aSyn rescue: qHTS of alpha-syn Inhibitors; Yeast expressing alpha-synuclein, growth rescue, BacTiter-Glo, 24 h; Potency, µM (titrated, usually from 46.1 µM), for inactives: at the highest dose growth rescue (activation), most hits filed as activators; 370,000 compounds, 0.14% hits; note: potency is the fitted concentration of half-maximal effect; % of control where 0% means no effect; nearly all actives have a fitted effect of over 65% in size
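Screening used galactose-induced yeast with toxic alpha-synuclein levels, exposed to compound for 24 hr at 30 deg C. Cell growth, read with BacTiter-Glo luminescence, gave the measured signal.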
EPAC1 antagonist: qHTS for Antagonist of cAMP-regulated guanine nucleotide exchange factor 3 (EPAC1): primary screen. Rap guanine nucleotide exchange factor 3 (Homo sapiens), O95398. EPAC1 GEF assay, Rap1b-BODIPY-GDP exchange fluorescence. Potency, µM (series often up to 115 µM), without a hit: top-dose activity change, negative = inhibition, actives largely listed as inhibitors. 360,000 compounds, 0.14% hits. AID 720709, 2013;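 note: potency is the fitted concentration of half-maximal effect; plate controls were vehicle for no effect and positive control for full effect; nearly all actives have a fitted effect of over 50% in size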
PLK1 PBD block: qHTS for Inhibitors of PLK1-PDB (polo-like kinase 1 - polo-box domain): Primary Screen; Potency, µM, for the others: max response, negative = inhibition, actives largely listed as inhibitors; Plk1 PBD binding of FITC phosphopeptide, fluorescence polarization; 360,000 compounds, 2.8% hits; AID 720504, 2013; note: potency is the fitted concentration of half-maximal effect; series mostly up to about 57 µM; % is set by controls: 0 for no effect and ±100 for the full control effect; nearly all actives have a fitted effect of over 65% in size
Target sequence (P53350 whole entry, looked up, the tested form may be a part): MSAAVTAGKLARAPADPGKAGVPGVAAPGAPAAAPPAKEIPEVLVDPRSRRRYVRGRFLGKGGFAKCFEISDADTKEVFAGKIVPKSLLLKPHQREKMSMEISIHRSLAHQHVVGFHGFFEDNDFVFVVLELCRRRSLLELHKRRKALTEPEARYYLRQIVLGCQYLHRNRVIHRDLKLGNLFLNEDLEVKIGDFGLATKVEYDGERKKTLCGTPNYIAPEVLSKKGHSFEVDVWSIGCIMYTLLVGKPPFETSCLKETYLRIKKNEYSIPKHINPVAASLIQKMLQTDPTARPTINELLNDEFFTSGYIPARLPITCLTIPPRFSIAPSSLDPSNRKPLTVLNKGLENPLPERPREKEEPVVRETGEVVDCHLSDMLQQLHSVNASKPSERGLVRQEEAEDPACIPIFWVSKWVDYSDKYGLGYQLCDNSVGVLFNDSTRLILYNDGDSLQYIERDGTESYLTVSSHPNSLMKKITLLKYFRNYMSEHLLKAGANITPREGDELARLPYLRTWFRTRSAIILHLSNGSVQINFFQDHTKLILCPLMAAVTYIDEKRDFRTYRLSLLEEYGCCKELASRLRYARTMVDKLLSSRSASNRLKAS
EPAC1 agonist: qHTS for Agonist of cAMP-regulated guanine nucleotide exchange factor 3 (EPAC1): primary screen | EPAC1 agonist qHTS, biochemical assay; response scale: 100% = response to 6.5 mM cAMP | 360,000 compounds, 0.073% hits | Potency, µM (highest dose often 154 µM), inactives show at the highest dose activation, most hits filed as activators | Rap guanine nucleotide exchange factor 3 (Homo sapiens), O95398 | AID 720707, 2013; note: potency is the fitted concentration of half-maximal effect; nearly all actives have a fitted effect of over 60% in size
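Multi-concentration qHTS readout: loss of Rap1B-bound BODIPY-GDP fluorescence driven by 100 nM EPAC1 with excess GDP (50 uM), monitored kinetically at room temperature; agonist response expressed relative to 6.5 mM cAMP.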
PI5P4K alpha inh: qHTS for Inhibitors of phosphatidylinositol 5-phosphate 4-kinase (PI5P4K); PI5P4Kalpha enzyme, ADP-Glo luminescence, 60 min; stronger effect = lower value; max response, %; 330,000 compounds, 1.2% hits; active = max response of -50% or lower; inconclusive = between -30% and -50%; inactive = -30% or higher; note: value at the top dose of about 77 µM; % is set by controls: 0 for no effect and ±100 for the full control effect
Target sequence (P48426 whole entry, looked up): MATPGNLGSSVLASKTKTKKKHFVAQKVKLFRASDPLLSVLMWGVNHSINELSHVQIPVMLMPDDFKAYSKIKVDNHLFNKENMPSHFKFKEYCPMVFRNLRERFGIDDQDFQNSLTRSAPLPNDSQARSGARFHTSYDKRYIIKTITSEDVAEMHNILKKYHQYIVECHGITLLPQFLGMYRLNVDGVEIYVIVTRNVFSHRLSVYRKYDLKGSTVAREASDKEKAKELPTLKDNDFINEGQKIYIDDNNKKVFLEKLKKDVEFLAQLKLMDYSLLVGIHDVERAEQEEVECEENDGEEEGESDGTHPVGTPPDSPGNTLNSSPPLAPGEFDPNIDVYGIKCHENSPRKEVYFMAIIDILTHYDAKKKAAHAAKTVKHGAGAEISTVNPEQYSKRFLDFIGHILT
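Enzyme plus substrate dispensed, test compounds pinned in, then ATP (5 microM final) added. After 60 min at RT, ADP-Glo reagent 1 for 45 min and reagent 2 for 30 min preceded luminescence imaging.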
IL2 activator: qHTS of IL-2 Activators; IL-2 activation reporter assay, cell-based qHTS; stimulated with anti-CD3/CD4/CD28 beads; in transgenic mouse T cells; activation, % (series mostly up to about 46 µM); 360,000 compounds, 0.065% hits; AID 652025, 2013; in the data active = activation above about 50%; inconclusive = mostly about 30% to 49%; note: 0% is about no effect
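Readout is EGFP and DsRed signal by fluorescent plate cytometry after 18 h at 37 degrees C. Transgenic mouse T cells (750/well) received compound for 60 min before bead stimulation (anti-CD3, anti-CD4, anti-CD28); memory T cells served as non-tolerant control.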
Abeta rescue: qHTS for compounds that reverse cellular toxicity of Amyloid beta (A-beta) peptide in yeast: Primary Screen; yeast expressing A-beta42, growth rescue, OD600, 48 h; response scale: 0% DMSO, 100% iron-clioquinol control; Potency, µM (doses to about 46.1 µM), for inactives: top-dose growth rescue, hits mostly activators; 410,000 compounds, 0.063% hits; note: potency is the fitted concentration of half-maximal effect; nearly all actives have a fitted effect of over 55% in size
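Growth rescue measured by 600 nm absorbance after 48 h yeast culture at 30 C with compound. Values normalized between DMSO and an equimolar ferric chloride plus clioquinol control.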
* hit, by the source's call; ? = inconclusive; nt = no result given; [ ] = remark or other dose. Unless noted, calls come from the whole dose curve; as a rule, active = well fitted curve in the direction sought with a large enough effect; inconclusive = small, poorly fitted or top-dose-only effect, or another doubt; inactive = no such curve, though single readings can be large; an effect the other way counts as inactive or inconclusive.

(1) O=C(COCC(=O)N/N=C/c1ccccc1F)N/N=C/c1ccccc1F
(2) COc1ccccc1/C=C1\SC(N2CCC(C)CC2)=NC1=O
(3) CCOc1ccc(/C=C/c2[nH]c(=O)[nH]c(=O)c2[N+](=O)[O-])cc1
(4) CC(NCC(O)c1ccc([N+](=O)[O-])cc1)C12CC3CC(CC(C3)C1)C2 (configuration not stated)
(5) COC(=O)c1nc(NC(=O)C(C)(C)C)n[nH]1
(6) COc1ccc(C(=O)OCC(=O)Nc2nnc(-c3ccccc3)o2)cc1
(7) O=C(Cn1cnc2c(cnn2-c2ccc(Cl)cc2)c1=O)NCC1CCCO1 (configuration not stated)
(8) COCCSc1nnc(NS(=O)(=O)c2ccc(F)cc2)s1
Screen / compound no.	1	2	3	4	5	6	7	8
FUS suppressor	18%	21%	19%	8%	3%	14%	17%	-23%
WRN helicase inh	-4%	-7%	-15%	-1%	10%	-7%	0%	-4%
aSyn rescue	-3%	17%	-3%	7%	-4%	-1%	-4%	-1%
EPAC1 antagonist	-10%	-10%	-10%	-16%	-1%	-7%	-2%	-7%
PLK1 PBD block	0%	-15%	-6%	5%	19µM*	-8%	0%	?
EPAC1 agonist	10%	0%	3%	8%	6%	0%	4%	9%
PI5P4K alpha inh	14	4	?	-3	nt	-28	-8	-4
IL2 activator	-2.1	-1.5	2.7	-4.6	-1.1	-0.2	0.7	2.4
Abeta rescue	-15%	-5%	-11%	-2%	-8%	1%	-17%	-22%

(9) NS(=O)(=O)c1ccc(NC(=S)N2CCN(c3ccccc3Cl)CC2)cc1
(10) COc1ccc(NS(=O)(=O)c2ccc(C(=O)N(C)Cc3cccs3)cc2)cc1
(11) Cc1c(Cl)cccc1NC(=O)Nc1cc(C(C)(C)C)on1
(12) N#Cc1ccccc1N=Cc1ccc(Br)cc1
(13) CCc1nc2ccc(C(=O)N3CCN(CC)CC3)cc2nc1CC
(14) O=C(/C=C/c1ccc(-c2ccccc2)cc1)NCc1cccnc1
(15) COc1cc(CCc2ccc3c(c2)OCO3)oc(=O)c1
(16) CCOC(=O)C1CCCN(C(=S)Nc2ccc(Nc3ccccc3)cc2)C1 (configuration not stated)
Screen / compound no.	9	10	11	12	13	14	15	16
FUS suppressor	nt	9%	-3%	nt	-2%	18%	-28%	?
WRN helicase inh	3%	-6%	-4%	-12%	0%[57.1 µM]	-7%	4%	-29%
aSyn rescue	2%	7%	9%	3%	-3%	3%	-1%	?
EPAC1 antagonist	-6%	-21%	-8%	-9%	-23%	-14%	-9%	-10%
PLK1 PBD block	-7%	7%	-6%	?	-21%	-10%	-4%	21µM*
EPAC1 agonist	-8%	-8%	8%	-1%	2%	-4%	-10%	12%
PI5P4K alpha inh	0	10	2	-5	-5	0	-6	-9
IL2 activator	-0.5	-1.4	-4.1	0.3	-2.2	-2.2	3.2	-0.9
Abeta rescue	7%	-2%	-25%	3%	6%	1%	3%	?

(17) CN1CCN(Cc2cc(=O)oc3cc4c(cc23)CCC4)CC1
(18) CCn1cc(C(=O)N[C@H](C(=O)NCCCOC)C(C)C)c(=O)c2cc3c(cc21)OCO3
(19) CCCCNC(=S)NCc1ccc2c(c1)cc(C)n2C
(20) O=C(Nc1ccnn1C1CCN(Cc2ccccc2)CC1)C1CCCC1
(21) COCc1ccc(C(=O)N2CCCC(N(C)CCc3ccccc3)C2)s1 (configuration not stated)
(22) COc1cccc(O[C@@H]2O[C@@H]3COC(C)(C)O[C@H]3[C@H](O)[C@H]2NC(C)=O)c1
(23) CC1(C(=O)Nc2cccc(Oc3ccccc3)c2)Cc2c(-c3ccc4c(c3)OCO4)ccnc2O1 (configuration not stated)
(24) O=C(O)CCCN1C(=O)/C(=C\c2ccc(-c3nc4ccccc4s3)o2)SC1=S
Screen / compound no.	17	18	19	20	21	22	23	24
FUS suppressor	30%	-24%	21%	12%	-2%	2%	?	11%
WRN helicase inh	6%	2%	-4%	-3%	6%	4%	-4%[57.1 µM]	-35%[11.6 µM]
aSyn rescue	3%	0%	6%	3%	2%	0%	-12%	5%
EPAC1 antagonist	-12%	-3%	1%	4%	17%	-25%	-3%	-9%
PLK1 PBD block	-2%	-12%	-2%	5%	1%	-6%	0%	11µM*
EPAC1 agonist	0%	4%	-8%	-5%	-3%	0%	5%	1%
PI5P4K alpha inh	nt	-1	1	-4	3	3	13	-20
IL2 activator	-1.7	0.3	-2.4	0.2	-0.2	3.4	0.4	4.9
Abeta rescue	13%	-6%	16%	2%	-8%	-4%	-4%	4%

(25) O=S(=O)(c1ccccc1)N1CCN(S(=O)(=O)c2ccccc2)c2ccccc21
(26) CO/N=C(/CS(=O)Cc1ccc(Cl)cc1)c1ccc(Cl)cc1 (configuration not stated)
(27) CCOc1cc(N2CCOCC2)c(OCC)cc1NC(=O)COc1ccccc1[N+](=O)[O-]
(28) OC(COc1ccc(Cl)cc1)CSc1ccccn1 (configuration not stated)
(29) COc1cccc(CNC(=O)CCn2ccc3cc(S(=O)(=O)N4CCC(C)CC4)ccc32)c1
(30) CCn1c2ccccc2c2cc(NC(=O)c3cccc([N+](=O)[O-])c3C)ccc21
(31) COc1ccc(Cl)cc1C(=O)Nc1cccc2ncccc12
(32) CCOc1ccc(NC(=O)CN(C)CC(=O)Nc2cccc(Cl)c2C)cc1OCC
Screen / compound no.	25	26	27	28	29	30	31	32
FUS suppressor	nt	4%	4%	-6%	25%	16%	0%	17%
WRN helicase inh	-12%	-10%	-24%	-4%	-5%	7%	-2%	-2%
aSyn rescue	-4%	8%	-6%	0%	10%	-11%	3%	-2%
EPAC1 antagonist	-8%	-1%	14%	-16%	-8%	-24%	-27%	3%
PLK1 PBD block	1%	-3%	-15%	-29%	-27%	?	-11%	1%
EPAC1 agonist	9%	6%	4%	-2%	-3%	-12%	9%	1%
PI5P4K alpha inh	-5	nt	-4	8	-2	1	6	0
IL2 activator	-6.8	-1.3	-0.8	0.6	-4.5	-0.5	1.3	-1.3
Abeta rescue	7%	13%	-14%	-4%	11%	-2%	2%	12%

(33) O=C(Nc1cc2c(cc1Br)OCCCO2)c1ccccc1
(34) c1ccc(CNc2ncnc3sc4c(c23)CCC4)nc1
(35) Cc1ccc(S(=O)(=O)Nc2ccc(S(=O)(=O)Nc3nccs3)cc2)cc1C
(36) COCCCNC(=O)CCCn1c(=O)c2ccccc2n(CC(=O)Nc2c(C)cc(C)cc2C)c1=O
(37) COc1cc(CNc2ccc(S(N)(=O)=O)cc2)ccc1OCC(=O)NC1CCCCC1
(38) Cc1ccc(NS(C)(=O)=O)c(C(=O)c2ccccc2)c1
(39) O=C(CN1CCN(S(=O)(=O)N2CCCCC2)CC1)Nc1ccc(Cl)c(Cl)c1
(40) Nc1nc2ccc(Cc3ccncc3)cc2s1
Screen / compound no.	33	34	35	36	37	38	39	40
FUS suppressor	nt	-14%	20%	16%	-6%	0%	23%	3%
WRN helicase inh	5%	-4%	7%	2%	2%	-4%	-9%	2%
aSyn rescue	-16%	0%	-3%	-5%	-1%	3%	12%	2%
EPAC1 antagonist	4%	-1%	-6%	0%	-4%	3%	-25%	22%
PLK1 PBD block	-8%	-6%	-12%	-5%	-4%	-7%	-1%	?
EPAC1 agonist	-1%	8%	-2%	-1%	10%	1%	0%	5%
PI5P4K alpha inh	14	1	1	5	-2	-5	9	-7
IL2 activator	-0.4	-0.2	1.1	-3.1	2.4	-0.7	-1.8	-0.1
Abeta rescue	-2%	9%	7%	-15%	4%	19%	9%	-1%

(41) COC(=O)c1cc(NS(=O)(=O)c2cccc(Cl)c2)ccc1N1CCOCC1
(42) CCCCCCN=CC1=C(O)CC(C)(C)CC1=O
(43) O=C(Nc1ccc(CN2CCOCC2)cc1)c1ccc(Cl)cc1
(44) COc1ccc(CC(=O)N/N=C/c2ccc(-c3ccc(F)cc3)o2)cc1OC
(45) COc1cc(C(C)=O)ccc1OCC(=O)OCCCOC(=O)COc1ccc(C(C)=O)cc1OC
(46) c1csc(-c2nn3c(Cn4cnc5ccccc54)nnc3s2)c1
(47) CSc1nnc2ccc(-c3ccc(C)cc3)nn12
(48) COc1ccc(S(=O)(=O)N2CCC(C(=O)N[C@H](C(=O)NC3CCCC3)C(C)C)CC2)cc1
Screen / compound no.	41	42	43	44	45	46	47	48
FUS suppressor	13%	7%	-11%	0%	24%	6%	-4%	-5%
WRN helicase inh	-6%	-1%	7%	-31%	-34%	-3%	-8%	7%
aSyn rescue	3%	11%	-6%	2%	-6%	-18%	-8%	-4%
EPAC1 antagonist	-9%	-5%	-13%	0%	14%	6%	-25%	-4%
PLK1 PBD block	1%	-2%	2%	-2%	-6%	21µM*	-14%	-15%
EPAC1 agonist	-3%	2%	-4%	-4%	-5%	7%	3%	-5%
PI5P4K alpha inh	6	3	-3	9	-5	nt	-3	1
IL2 activator	0.5	-0.7	-3.9	-0.1	-0.7	1.9	3.3	-1.1
Abeta rescue	10%	9%	-12%	-16%	8%	19%	-27%	5%

Three records drawn at random from the list so far, as already listed:
(48) COc1ccc(S(=O)(=O)N2CCC(C(=O)N[C@H](C(=O)NC3CCCC3)C(C)C)CC2)cc1
(42) CCCCCCN=CC1=C(O)CC(C)(C)CC1=O
(43) O=C(Nc1ccc(CN2CCOCC2)cc1)c1ccc(Cl)cc1
Screen / compound no.	48	42	43
FUS suppressor	-5%	7%	-11%
WRN helicase inh	7%	-1%	7%
aSyn rescue	-4%	11%	-6%
EPAC1 antagonist	-4%	-5%	-13%
PLK1 PBD block	-15%	-2%	2%
EPAC1 agonist	-5%	2%	-4%
PI5P4K alpha inh	1	3	-3
IL2 activator	-1.1	-0.7	-3.9
Abeta rescue	5%	9%	-12%

Source: PubChem BioAssay (National Center for Advancing Translational Sciences (NCATS))
